# GSK3A inh – blocks human GSK-3 alpha kinase; P49840; ADP-Glo luminescence, 60 min; inhibition, % at 10 µM; hit rate 0.1% among 320,000; AID 2650;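 in the data active means inhibition above about 50%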;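 further: GST-tagged GSK-3 alpha with peptide substrate and 25 µM ATP; 0% = DMSO neutral wells and 100% = GW8510 positive control wells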
# Target sequence (P49840 whole entry, looked up): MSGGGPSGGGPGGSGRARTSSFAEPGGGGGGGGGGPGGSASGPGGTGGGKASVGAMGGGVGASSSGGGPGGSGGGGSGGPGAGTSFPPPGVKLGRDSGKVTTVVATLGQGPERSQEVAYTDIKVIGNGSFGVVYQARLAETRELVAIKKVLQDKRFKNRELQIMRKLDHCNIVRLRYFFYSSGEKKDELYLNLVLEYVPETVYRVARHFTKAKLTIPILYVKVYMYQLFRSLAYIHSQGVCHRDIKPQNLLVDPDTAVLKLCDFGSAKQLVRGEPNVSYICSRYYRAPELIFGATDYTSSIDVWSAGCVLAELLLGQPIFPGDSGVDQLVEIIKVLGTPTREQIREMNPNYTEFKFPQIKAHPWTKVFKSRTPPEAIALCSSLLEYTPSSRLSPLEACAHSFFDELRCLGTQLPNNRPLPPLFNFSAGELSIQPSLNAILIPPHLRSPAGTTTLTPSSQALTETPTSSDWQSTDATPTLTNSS
# Starred values were filed as active, the others as inactive.
item	SMILES	GSK3A inh
1	O=C(Cn1cnc2ccccc21)Nc1ccc2c(c1)OCCCO2	-3
2	O=C(NCC(=O)N1CCN(c2ncccn2)CC1)c1ccccc1OC(F)F	-3
3	Cc1cc(C(=O)COC(=O)c2cnccn2)c(C)n1-c1ccc(Br)cc1	2
4	CCN(CC(=O)Nc1ccccc1C(F)(F)F)C(=O)c1ccccc1Sc1ccccc1C#N	0
5	Cc1nn(CC(=O)NC(=O)c2ccccc2)c(C)c1[N+](=O)[O-]	9
6	Cc1ccc(NC(=O)C/C(N)=N/OC(=O)Nc2cccc(Cl)c2)cc1	-3
7	COc1ccc(-c2ccc3c(c2)S(=O)(=O)c2cccc(C(=O)N4CCN(C5CCCCC5)CC4)c2C3=O)cc1OC	0
8	CCOc1ccc(/C=N/NC(=O)Cc2ccccc2)cc1CN1CC2CC(C1)c1cccc(=O)n1C2 (stereo not drawn)	-4
9	CCOC(=O)N1CCN(C(=O)COC(=O)c2ccc(Cl)nc2)CC1	-1
10	O=C(Nc1ccc(Cl)c(S(=O)(=O)N2CCOCC2)c1)c1n[nH]c(=O)c2ccccc12	-2
11	CC1Cc2ccccc2N1C(=O)COC(=O)/C=C/c1cccc(F)c1 (stereo not drawn)	-1
12	COc1ccc(NS(=O)(=O)c2ccc(N3CCOCC3)c(N)c2)cc1	3
13	CN(CC(=O)Nc1ccccc1C(F)(F)F)CC(=O)N1CCCCCC1	-3
14	O=C(N[C@@H]1C/C=C\C[C@H](CC(=O)N(CCO)Cc2ccccc2)C(=O)NC[C@@H](c2ccccc2)OC1=O)OCC1c2ccccc2-c2ccccc21	-6
15	C=CCC[C@@H](Cc1ccc(F)cc1)C(=O)OC[C@@H]1CCCN1C(=O)[C@@H](CC=C)CC(=O)N(CCO)Cc1ccccc1	2
16	CCN(CC)c1ccc(S(=O)(=O)N2CCCCC2)cc1NC(=O)C1CSC2(C)CCC(=O)N12 (stereo not drawn)	-3
17	COc1ccc(-c2cc3ccc(F)cc3cn2)cc1	-1
18	COc1cc(C#Cc2c(-c3cncn3C)n(C)c3ccc(-c4cnc(OC)nc4)cc23)cc(OC)c1	6
19	Cc1c(N)cccc1[N+](=O)[O-]	-1
20	COc1ccc(S(=O)(=O)N2CCCCCC2)cc1NC(=O)Cc1ccc(OC)c(OC)c1	-1
21	COc1cccc(C(=O)O[C@H]2[C@H](C)NS(=O)(=O)[C@H]3C[C@@H]4C=C[C@]23O4)c1	8
22	COc1ccc(NC(=O)c2cc(S(=O)(=O)N3CCOCC3)ccc2C)cc1S(=O)(=O)N1CCOCC1	-3
23	O=C1CCC/C=C\C[C@@H](CC(=O)N(CCO)Cc2ccccc2)C(=O)N2CCC[C@H]2CO1	-2
24	Cc1noc(C)c1NC(=O)Nc1ccc2c(c1)C(=O)N([C@H](C)CO)C[C@H](C)[C@@H](CN(C)S(=O)(=O)c1ccccc1)O2	-1
25	O=C(NCC(c1ccco1)N1CCCC1)c1ccc(S(=O)(=O)Nc2ccc(F)cc2)cc1 (stereo not drawn)	-1
26	Cc1cc(C(=O)Nc2nnc(C3CC3)s2)c(C)s1	-4
27	COc1ccc([N+](=O)[O-])cc1NC(=O)C(C)OC(=O)CC1CCCC1 (stereo not drawn)	1
28	c1ccc(CSCc2ccccc2)cc1	9
29	CC(C)n1ncc2c(C(=O)Nc3cccc(C#N)c3)cc(C3CC3)nc21	-2
30	COc1cc2sc(-c3ccccc3OC)c(-c3ccc(O)cc3)c2cc1OC	4
31	Cc1ccc(OCC(=O)N2CCC(Cc3ccccc3)CC2)c([N+](=O)[O-])n1	-2
32	O=C(CNC(=O)c1ccccc1)NCC(c1ccco1)N1CCCC1 (stereo not drawn)	-3
33	CCCc1cc(=O)[nH]c(SC(C)C(=O)N2c3ccccc3CC2C)n1 (stereo not drawn)	-2
34	CC(=O)Nc1ccc(NC(=O)COC(=O)COc2ccc3ccccc3c2)cc1	-4
35	COc1cc(NC(=O)[C@@H]2CCCN(S(=O)(=O)c3cccc4cccnc34)C2)cc(OC)c1OC	-2
36	Cc1ccc(C(=O)OCC(=O)NCCc2ccc(S(N)(=O)=O)cc2)o1	8
37	Cc1ccc(C(=O)Nc2ccccc2-c2ccccc2)cc1S(=O)(=O)Nc1ccccc1	-1
38	CC(OC(=O)c1cccc(-n2cnnn2)c1)c1nc2ccccc2c(=O)[nH]1 (stereo not drawn)	11
39	Cc1cccc2nc(C(=O)Nc3cccc(C(=O)NC4CC4)c3)cn12	1
40	CC(=O)c1ccc(S(=O)(=O)NCCC(=O)NCCc2c[nH]c3ccccc23)cc1	3
41	COc1cccc(-c2sc3ccc(OC)cc3c2-c2ccc(OC)cc2F)c1	-1
42	CC(C)n1ncc2c(C(=O)Nc3ccc(CC#N)cc3)cc(C3CC3)nc21	25
43	CN(C(=O)c1ccc(NC(=O)C2CCN(C(=O)OC(C)(C)C)CC2)cc1)C1CC1	0
44	CCOc1ccc(NC(=O)COc2ccccc2C(=O)NCc2ccccc2)cc1	0
45	CCN(CC(=O)Nc1ccc(Br)cc1)C(=O)c1nc2nc(C)cc(C)n2n1	4
46	COCC(C)n1c(C)cc(C(=O)CSc2nnc(-c3ccco3)o2)c1C (stereo not drawn)	0
47	OCC(CBr)(CBr)CBr	-5
48	C[C@@H](C(=O)OCC(=O)c1ccccc1)N1C(=O)C2CCCCC2C1=O (stereo partly drawn)	-4
49	CC1CC(C)CN(C(=O)COC(=O)c2nccnc2N)C1 (stereo not drawn)	0
50	O=C(NCc1cccc2ccsc12)c1cccs1	4
51	COc1ccc(S(=O)(=O)N(C)C[C@H]2Oc3ccc(NC(=O)Cc4ccccc4)cc3C(=O)N([C@H](C)CO)C[C@@H]2C)cc1	-4
52	COc1ccccc1/C=C/C(=O)OCC(=O)Nc1ccc2c(c1)OCO2	-5
53	CCc1ccc(NC(=O)C2=CC=CN3CCS(=O)(=O)N=C23)cc1	-2
54	COc1cccc(OC)c1C1=CC(=O)C[C@H](c2ccc3c(c2)OCO3)C1	0
55	Cc1ccccc1OCC(=O)OCC(=O)c1ccc[nH]1	-3
56	CCNC(=O)c1cccc(NC(=O)C2CC(=O)N(CCc3ccccc3)C2)c1 (stereo not drawn)	0
57	CCOc1ncccc1C(=O)NNC(=O)CSc1ccc(Cl)cc1	0
58	C#CCOCCOCCOCCNc1nc(N2CCN(C(=O)[C@H](CCCCN)n3cc(CN)nn3)CC2)nc(N2CCN(C(=O)[C@H](CCCCN)n3cc([C@@H](N)[C@H](C)CC)nn3)CC2)n1	12
59	CCN(CC(=O)Nc1ccc(OC)cc1)C(=O)Cc1ccsc1	1
60	Cc1n[nH]c(C)c1NC(=O)CSc1nnnn1-c1cccc(F)c1	-1

# The last three records of the section before come first, to join the parts.
item	SMILES	GSK3A inh
58	C#CCOCCOCCOCCNc1nc(N2CCN(C(=O)[C@H](CCCCN)n3cc(CN)nn3)CC2)nc(N2CCN(C(=O)[C@H](CCCCN)n3cc([C@@H](N)[C@H](C)CC)nn3)CC2)n1	12
59	CCN(CC(=O)Nc1ccc(OC)cc1)C(=O)Cc1ccsc1	1
60	Cc1n[nH]c(C)c1NC(=O)CSc1nnnn1-c1cccc(F)c1	-1
61	O=C(O)C1CCCN1c1nc(-c2ccc(Cl)c(Cl)c2)cc(C(F)(F)F)n1 (stereo not drawn)	-2
62	CC[C@@H]1CCCCc2ccccc2[C@@H](C(=O)C[C@H](O)CC(C)=O)OC1=O	-1
63	CN(Cc1cccs1)C(=O)CCNS(=O)(=O)c1ccc(Br)cc1	-4
64	O=C(NNc1c(F)c(F)cc(F)c1F)C1CCN(S(=O)(=O)c2ccccc2F)CC1	-3
65	C=CCn1c(SCC(=O)N(CC)C2CCS(=O)(=O)C2)nc2cc(C(=O)O)ccc2c1=O (stereo not drawn)	3
66	COC(=O)[C@@]12CCCCN1[C@H](c1ccc(-c3cccc(Cl)c3)cc1)[C@@H]1C(=O)N(C)C(=O)[C@@H]12	-4
67	COc1ccc([C@H]2C(C(=O)O)=C[C@@H](C(C)(C)C)N2S(=O)(=O)c2ccccc2)cc1	0
68	O=C(Nc1cc(Cl)ccc1N1CCCC1)C1=COCCO1	-1
69	COc1ccccc1N(CC(=O)N1CCCC1)S(=O)(=O)c1cc([N+](=O)[O-])ccc1Cl	1
70	COc1ccc(NS(=O)(=O)c2ccc(C)c(C(=O)NCCCN3CCCC3=O)c2)cc1	-1
71	O=C(c1cccc(S(=O)(=O)N2CCOCC2)c1)N(CCc1ccccc1)Cc1ccccc1	-3
72	NC(=O)c1ccc(NC(=O)c2cc(S(=O)(=O)N3CCCCC3)ccc2N2CCOCC2)cc1	0
73	CC1(C)NC(=O)N(CC(=O)NNC(=O)c2ccccc2F)C1=O	1
74	COc1cc(OC)cc(-c2c(C#Cc3ccsc3)c3cc(-c4ccccc4OC)ccc3n2C)c1	-3
75	Cn1nnnc1Sc1ncnc2scc(-c3cccc4ccccc34)c12	-3
76	Cc1cc(C(=O)OCC(=O)NCc2ccccc2)c2ccccc2n1	-2
77	COC(=O)[C@@]12CCCCN1[C@H](c1ccc(-c3ccc(Cl)c(Cl)c3)cc1)[C@H]1C(=O)N(C)C(=O)[C@H]12	1
78	COC(=O)C1=C(C)N(Cc2ccccc2)C(=NCc2cccc(Cl)c2)N[C@H]1c1cccc(F)c1	4
79	CSCCC(NC(=O)c1ccccc1)C(=O)NCCc1ccc2c(c1)OCCO2 (stereo not drawn)	13
80	COc1ccc(CN(C(=O)CN2C(=O)NC3(CCC(C)CC3)C2=O)C(C)Cc2cccs2)cc1 (stereo not drawn)	-2
81	COc1cc(OC)cc(-c2oc(=O)c3cc(OC)c(OC)cc3c2C#CCCCO)c1	0
82	CC(=O)c1sc(NC(=O)CSCc2c(C)noc2C)nc1-c1ccccc1	14
83	CCCC(=O)Nc1cc(S(=O)(=O)N2CCCCC2)ccc1N1CCOCC1	0
84	CC(C)CN(C(=O)c1ccc(N2CCCC2=O)cc1)c1c(N)n(Cc2ccccc2)c(=O)[nH]c1=O	2
85	O=C(Nc1ccccc1N1CCOCC1)C1=NN(c2c(F)c(F)cc(F)c2F)C(=O)CC1	12
86	O=C(CC1C[C@H](C(=O)N2CCCCC2)[C@@]2(CCc3ccccc3)c3[nH]c4ccccc4c3CCN2C1=O)NCc1ccco1 (stereo partly drawn)	-3
87	CCCCc1ccc(NS(=O)(=O)c2cccc(C(=O)N3CCCN(C)CC3)c2)cc1	-2
88	O=C(CCN1C(=O)CSc2ccccc21)Nc1ccc(OC(F)(F)F)cc1	-1
89	Cc1cc(C(=O)OCC(=O)NC2CC2)c2ccccc2n1	-1
90	CC1(C(=O)OCC(=O)Nc2ccc(S(=O)(=O)N3CCOCC3)cc2)CC1(Cl)Cl (stereo not drawn)	-5
91	COc1ccc(NC(=O)CN(C)C(=O)CNC(=O)c2sc3ccccc3c2Cl)cc1	-1
92	CC(C)N(Cc1ccccc1)C(=O)COC(=O)c1ccc(S(=O)(=O)N2CCOCC2)cc1	-1
93	CC(C)c1ccccc1NC(=O)CSc1n[nH]c(=O)n1C1CC1	17
94	Cc1nnc(SCC(=O)NNC(=O)c2ccccc2)n1Cc1ccccc1	0
95	CN(C(=O)Cn1c(=O)oc2ccccc21)C1CCCCC1	-4
96	Cc1c(NC(=O)COc2cccc(F)c2)c(=O)n(-c2ccccc2)n1C	3

# Copied from above, nos. 1 to 5
item	SMILES	GSK3A inh
1	O=C(Cn1cnc2ccccc21)Nc1ccc2c(c1)OCCCO2	-3
2	O=C(NCC(=O)N1CCN(c2ncccn2)CC1)c1ccccc1OC(F)F	-3
3	Cc1cc(C(=O)COC(=O)c2cnccn2)c(C)n1-c1ccc(Br)cc1	2
4	CCN(CC(=O)Nc1ccccc1C(F)(F)F)C(=O)c1ccccc1Sc1ccccc1C#N	0
5	Cc1nn(CC(=O)NC(=O)c2ccccc2)c(C)c1[N+](=O)[O-]	9

# Additional entries.
item	SMILES	GSK3A inh
97	CCN(C[C@H]1N[C@@](Cc2ccccc2)(C(=O)OC)[C@H]2C(=O)N(C)C(=O)[C@@H]12)S(=O)(=O)c1ccc(OC(F)(F)F)cc1	-4
98	NC(=O)c1nc(C(=O)N2CCCCC2)c2ccccc2n1	6
99	COc1ccc(OCCCC(=O)Nc2cc(S(=O)(=O)N3CCCCC3)ccc2OC)cc1	0
100	CC1(NC(=O)CC(c2ccccc2)(c2ccccc2)c2ccccc2)CCN(Cc2ccc(-c3ccccc3)cc2)C1=O (stereo not drawn)	0
101	CC1CCCC(C)N1C(=O)COC(=O)c1n[nH]c(=O)c2ccccc12 (stereo not drawn)	-3
102	CC(=O)c1cccc(NC(=O)CN2C(=O)NC(C)(c3ccc4c(c3)OCCCO4)C2=O)c1 (stereo not drawn)	7
103	Cn1c(=O)c2c(ncn2CC(=O)N2CCN(S(=O)(=O)c3ccc(F)cc3)CC2)n(C)c1=O	-5
104	COc1cc(C(=O)NNC(=O)COc2ccc(C)cc2)ccc1OCC(=O)N1CCOCC1	11
105	C#CCOCCOCCOCCNc1nc(N2CCN(C(=O)CCCCCCCCCCNC(=O)[C@H](CO)n3cc(CCCCCN)nn3)CC2)nc(N2CCN(C(=O)CCCCCCCCCCNC(=O)[C@H](CCCN=C(N)N)n3cc(C[C@@H](C)CC)nn3)CC2)n1	24
106	CC(C)N(Cc1ccccc1)C(=O)COC(=O)C1CCCCC1	-5
107	Cc1ccc(NC(=O)CN2CCCC2c2cccn2C)c(Br)c1 (stereo not drawn)	6
108	CCOc1ncccc1C(=O)Nc1ccc(C(=O)Nc2ccc(OC)cc2)cc1	12
109	CCOc1ccc(/C=N/NC(=O)c2ccccc2Cl)cc1CN1CC2CC(C1)c1cccc(=O)n1C2 (stereo not drawn)	-2
110	COc1ccc(C2=Nn3c(nnc3-c3ccccc3Cl)SC2)cc1OC1CCOC1 (stereo not drawn)	-3
111	CCOC(=O)[C@H]1[C@H]2COc3ccc(Br)cc3[C@@H]2N2C(=O)CN(Cc3ccc(C)cc3)C(=O)[C@@]12C	-2
112	CCOC(=O)Cc1csc(NC(=O)c2cc(-c3ccncc3)nc3ccccc23)n1	4
113	Cc1ccc(CONC(=O)c2ccc(Cl)cc2)cc1	-1
114	Cc1ccc(C(=O)CSc2nnc(C3CC3)n2C2CC2)s1	0

# Only part of the results is shown; rates above refer to the full screens.
